Screening data deposited in PubChem BioAssay by several laboratories.
FXIa inh mix = inhibitors of human coagulation factor XIa, pooled mixtures. P03951. purified FXIa, fluorogenic substrate. inhibition, % at 5 µM. 62,000 tested, 0.19% active;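 note: each value is inhibition by a whole ten-compound pool holding the compound; 0% = enzyme with no mixture and 100% = wells lacking enzyme; strong numbers were not always called active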
CatL block = inhibitors of human cathepsin L; P07711; purified cathepsin L, fluorogenic substrate, fluorescence; inhibition, %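 (tested at 10 µM)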; 58,000 tested, 0.17% active; in the data active = inhibition above about 45%;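 note: 0% = enzyme with no compound and 100% = no enzyme blank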
Target sequence (P07711 114-288 limits assumed): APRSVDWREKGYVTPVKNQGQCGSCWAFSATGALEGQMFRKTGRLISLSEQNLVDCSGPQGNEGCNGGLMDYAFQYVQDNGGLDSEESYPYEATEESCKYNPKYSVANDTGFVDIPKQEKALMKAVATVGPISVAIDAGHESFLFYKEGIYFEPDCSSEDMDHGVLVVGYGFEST
Target sequence (P07711 292-333 limits assumed): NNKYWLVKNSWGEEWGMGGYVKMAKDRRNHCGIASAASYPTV
Hsp90 inh = displaces geldanamycin probe from tumor Hsp90; NCI-N417 lysate Hsp90, Cy3B-geldanamycin FP displacement; inhibition, % at 30 µM; 64,000 tested, 0.35% active;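 active = inhibition above 50%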;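 note: 0% = tracer plus lysate wells and 100% = tracer alone without lysate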
HTR1A agonist = agonists of human 5-HT1a serotonin receptor; CHO 5-HT1a Ga15 NFAT-bla reporter, FRET ratio; 0% basal, 100% maximal reference agonist; activation, % at 10 µM; 65,000 tested, 0.56% active; AID 567;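 active = activation above the screen-wide mean activation plus 3 SD, cut at about 19% in these data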;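 note: 0% = DMSO wells and 100% = 5-CT at EC100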
CatG inh = inhibitors of human cathepsin G; purified enzyme, AMC-tetrapeptide fluorescence, pooled mixtures; P08311; 62,000 tested, 0.2% active; inhibition, % at 5 µM (by protocol);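 active = inhibition above 20% in each of the two mixture wells holding the compound; inactive = inhibition of 20% or less in either well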;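 note: 0% = enzyme control without mixture and 100% = blank lacking enzyme; strong numbers were not always called active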
FXIIa mix inh = inhibitors of human coagulation factor XIIa, pooled mixtures | 62,000 tested, 0.2% active | inhibition, % at 5 µM | P00748 | AID 684 | purified FXIIa, fluorogenic substrate;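 note: 0% = enzyme without compound and 100% = no enzyme blank; some results filed as inactive read as strong as hits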
C1s block = human complement C1s inhibition; AID 538; mean inhibition % of two 10-compound mixtures (active compounds read high), % at 5 µM (by protocol); purified C1s, fluorogenic AMC substrate, pooled mixtures; P09871; 62,000 tested, 0.16% active;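 active = inhibition above 20% in each of the two 10-compound mixture wells holding the compound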;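 note: 0% = enzyme wells lacking compound mixture and 100% = no-enzyme blank wells; some compounds called inactive have numbers as strong as hits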
Target sequence (P09871 16-437 limits assumed): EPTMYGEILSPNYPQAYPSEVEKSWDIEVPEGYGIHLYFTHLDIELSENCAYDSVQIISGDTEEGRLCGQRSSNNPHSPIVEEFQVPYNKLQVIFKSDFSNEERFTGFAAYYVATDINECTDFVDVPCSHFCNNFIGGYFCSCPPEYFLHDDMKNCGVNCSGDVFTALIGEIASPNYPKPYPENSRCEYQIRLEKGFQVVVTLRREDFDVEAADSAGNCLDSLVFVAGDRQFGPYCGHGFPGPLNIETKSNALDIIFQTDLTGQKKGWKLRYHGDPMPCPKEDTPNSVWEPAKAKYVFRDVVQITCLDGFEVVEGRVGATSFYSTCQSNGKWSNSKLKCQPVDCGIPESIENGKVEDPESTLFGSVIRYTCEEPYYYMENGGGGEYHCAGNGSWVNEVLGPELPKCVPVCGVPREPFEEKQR
Target sequence (P09871 438-688 limits assumed): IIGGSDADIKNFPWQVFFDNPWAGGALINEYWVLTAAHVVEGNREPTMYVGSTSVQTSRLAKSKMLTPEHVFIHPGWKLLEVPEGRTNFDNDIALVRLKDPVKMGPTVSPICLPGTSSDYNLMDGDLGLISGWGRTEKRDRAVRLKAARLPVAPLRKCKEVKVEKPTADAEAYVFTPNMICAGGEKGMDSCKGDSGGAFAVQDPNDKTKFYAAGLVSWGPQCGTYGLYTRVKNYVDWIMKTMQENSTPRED
DUSP1 inh = blocks human MKP-1 phosphatase activity | P28562 | recombinant MKP-1, OMFP hydrolysis fluorescence | inhibition, %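 (compounds tested at a single concentration somewhere between 10 and 100 µM)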 | 65,000 tested, 0.15% active | AID 374;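 active = inhibition above about 50%, limit read from the data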;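 note: 0% = DMSO max control wells and 100% = wells with enzyme stopped by NaOH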
Cdc25B inh = inhibitors of human Cdc25B phosphatase. P30305. recombinant Cdc25B, OMFP fluorescence Ex485/Em525. inhibition, %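 (compounds tested at 10 µM final in the well)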. 65,000 tested, 0.1% active; in the data active = inhibition above about 50%
* marks the source's active call; other numbers are inactive results; x = not tested or not shown. Cut-off read from the data, not from the text of the source, unless noted: active = inhibition above about 20% (passing the limit was not always enough); inactive = the rest.

Abbreviations – A = FXIa inh mix; B = CatL block; C = Hsp90 inh; D = HTR1A agonist; E = CatG inh; F = FXIIa mix inh; G = C1s block; H = DUSP1 inh; I = Cdc25B inh
CCOc1ccc(S(=O)(=O)Nc2nc3ccccc3nc2N2CCN(C)CC2)cc1
  A: 2	B: -25	C: -3	D: -1.2	E: 7	F: 0	G: 9	H: -3	I: 0

CC(=O)Nc1ccc(C(=O)CSc2ncn(-c3ccccc3)n2)cc1
  A: 0	B: 22	C: 0	D: 0.8	E: -8	F: -18	G: -5	H: 8	I: -1

Cc1ccc(S(=O)(=O)c2c(N)n(NC(=O)c3ccco3)c3nc4ccccc4nc23)cc1
  A: -8	B: -399	C: -8	D: 2.8	E: 6	F: 3	G: -39	H: 4	I: 6

CC(C)c1nnc(NC(=O)c2cnccn2)s1
  A: 6	B: 35	C: -2	D: -2.8	E: 11	F: -3	G: -10	H: -4	I: -10

COCCn1c(-c2ccc(OC)c(OC)c2)nc2ccccc21
  A: -3	B: 0	C: -1	D: 1.0	E: -2	F: 3	G: -2	H: -11	I: -1

CC(=O)Nc1nonc1NC(=O)CSC1=NCCS1
  A: 8	B: 4	C: -1	D: -3.0	E: 2	F: 11	G: -1	H: -16	I: -2

Cc1ccccc1NC(=O)C1CCC(C)(C(=O)O)C1(C)C (configuration not stated)
  A: 6	B: 4	C: 0	D: -2.2	E: -2	F: 0	G: 30	H: 7	I: 12

CN1CCN(c2nc3c(c(=O)[nH]c(=O)n3C)n2CCOc2ccccc2)CC1
  A: 4	B: 20	C: -3	D: -0.6	E: 9	F: 5	G: 10	H: -3	I: -13

COc1ccc(-n2c(SCC(=O)Nc3cc(C)on3)nc3c(c2=O)SCC3)cc1
  A: 23	B: -1	C: 0	D: -1.8	E: 15	F: 1	G: 18	H: 7	I: -8

O=C(Nc1ccccc1C(=O)OCc1nnc(-c2ccccc2)o1)c1ccco1
  A: 7	B: 7	C: -3	D: 4.2	E: 9	F: 5	G: 14	H: -10	I: -2

CCOCCCNc1ccc(-c2ccccc2)nn1
  A: 8	B: 10	C: 1	D: -1.6	E: 10	F: 1	G: 17	H: 6	I: 3

Cc1ccc(CC2CC(=O)N(c3ccc4c(c3)OCCO4)C2=O)cc1 (configuration not stated)
  A: x	B: 1	C: -5	D: -1.0	E: x	F: x	G: x	H: -1	I: -21

COC(=O)CSc1nc(C)cc(Oc2ccccc2)n1
  A: 9	B: x	C: -1	D: 0.6	E: -1	F: -17	G: 5	H: 9	I: -11

CCOc1ccc(NC(=O)CCn2cccc2)cc1
  A: 6	B: -5	C: 2	D: -1.8	E: 9	F: 8	G: 15	H: 1	I: -6

Nc1ncc(-c2ccccc2)n1CC1CCCO1 (configuration not stated)
  A: 5	B: -4	C: 0	D: 18	E: 2	F: 1	G: -3	H: 4	I: 7

CCN(CC)S(=O)(=O)c1ccc(C(=O)OC2CCCCC2CN(C)C)cc1 (configuration not stated)
  A: 16	B: 4	C: -1	D: -2.1	E: 23	F: -2	G: -17	H: -9	I: -13

COC(=O)CC1Nc2ccccc2SC1=O (configuration not stated)
  A: 4	B: 17	C: -4	D: -3.7	E: 7	F: 7	G: -21	H: 4	I: -11

CCOC(=O)C(NC(=O)Nc1ccccc1)(OCC)C(F)(F)F (configuration not stated)
  A: 3	B: 3	C: 2	D: -1.4	E: 5	F: -2	G: -6	H: 3	I: 9

O=C(O)c1nsc(Cl)c1Cl
  A: x	B: 6	C: -1	D: -3.5	E: x	F: x	G: x	H: -5	I: -19

O=c1c2cc(N3CCOCC3)ccc2[nH]c(=S)n1Cc1ccccn1
  A: 11	B: 5	C: -2	D: 0.2	E: 7	F: -2	G: -18	H: 3	I: -4

Cc1onc(-c2ccccc2Cl)c1C(=O)NCCN1Cc2ccccc2C1=O
  A: 2	B: x	C: -5	D: -2.0	E: -6	F: 7	G: -23	H: 3	I: -10

Cc1ccc(C(=O)NCCCC(=O)O)o1
  A: 4	B: x	C: -3	D: 1.0	E: 11	F: 3	G: 8	H: 11	I: 4

COc1cc(NC(=O)c2ccco2)c(OC)cc1NC(=O)Nc1ccc(Cl)cc1
  A: 5	B: -5	C: 11	D: 4.7	E: -1	F: 6	G: 0	H: 27	I: 6

O=C(c1ccccc1)c1ccccc1C(=O)N1CCCC1
  A: 10	B: 11	C: 2	D: -0.1	E: 1	F: -1	G: 8	H: 5	I: -8

C=CCn1c(SCC(=O)Nc2cccc(C)c2)nnc1-c1cnccn1
  A: 8	B: x	C: -1	D: -1.9	E: 10	F: -17	G: 15	H: -14	I: -4

2 of these compounds, reformatted.
Every second line gives: FXIa inh mix, CatL block, Hsp90 inh, HTR1A agonist, CatG inh, FXIIa mix inh, C1s block, DUSP1 inh, Cdc25B inh
> CC(C)c1nnc(NC(=O)c2cnccn2)s1
    6, 35, -2, -2.8, 11, -3, -10, -4, -10
> Cc1ccccc1NC(=O)C1CCC(C)(C(=O)O)C1(C)C (configuration not stated)
    6, 4, 0, -2.2, -2, 0, 30, 7, 12

Taken from above for reference:
Abbreviations – A = FXIa inh mix; B = CatL block; C = Hsp90 inh; D = HTR1A agonist; E = CatG inh; F = FXIIa mix inh; G = C1s block; H = DUSP1 inh; I = Cdc25B inh
CCOCCCNc1ccc(-c2ccccc2)nn1
  A: 8	B: 10	C: 1	D: -1.6	E: 10	F: 1	G: 17	H: 6	I: 3

Cc1ccc(CC2CC(=O)N(c3ccc4c(c3)OCCO4)C2=O)cc1 (configuration not stated)
  A: x	B: 1	C: -5	D: -1.0	E: x	F: x	G: x	H: -1	I: -21

COC(=O)CSc1nc(C)cc(Oc2ccccc2)n1
  A: 9	B: x	C: -1	D: 0.6	E: -1	F: -17	G: 5	H: 9	I: -11

CCOc1ccc(NC(=O)CCn2cccc2)cc1
  A: 6	B: -5	C: 2	D: -1.8	E: 9	F: 8	G: 15	H: 1	I: -6

Nc1ncc(-c2ccccc2)n1CC1CCCO1 (configuration not stated)
  A: 5	B: -4	C: 0	D: 18	E: 2	F: 1	G: -3	H: 4	I: 7

Next part
Abbreviations – A = FXIa inh mix; B = CatL block; C = Hsp90 inh; D = HTR1A agonist; E = CatG inh; F = FXIIa mix inh; G = C1s block; H = DUSP1 inh; I = Cdc25B inh
CCCS(=O)(=O)N1CCC(C(=O)N2CCc3ccccc3C2)CC1
  A: 2	B: -2	C: -1	D: -4.1	E: 8	F: -7	G: 4	H: 1	I: 14

CC(=O)N1CCc2cc(S(=O)(=O)NCCC(=O)N3CCN(c4ccccn4)CC3)ccc21
  A: 7	B: 11	C: -4	D: 0.1	E: 8	F: -1	G: 12	H: 19	I: -2

CCOC(=O)COc1ccc2c(c1)C(=O)CC1(CCN(C(C)=O)CC1)O2
  A: 3	B: -36	C: -4	D: -2.5	E: 4	F: 7	G: -30	H: 22	I: -8

COc1ccc(/C=N/n2c(C)nnc2C)c(OC)c1
  A: 6	B: 12	C: -4	D: -2.2	E: 11	F: 4	G: -9	H: -1	I: -3

Cc1oc(-c2cccc(Cl)c2)nc1CN1CCC(C(=O)NCCCN2CCCC2=O)CC1
  A: 6	B: x	C: -4	D: -0.6	E: 12	F: 10	G: 1	H: 0	I: -5

O=C(Nc1cccc(F)c1)C1CCN(c2nnnn2-c2ccccc2)CC1
  A: 8	B: -10	C: -3	D: -0.4	E: -3	F: -18	G: -6	H: 19	I: 3

CN1CCCc2cc(C#N)c(=O)[nH]c21
  A: -17	B: -56	C: -2	D: -0.1	E: -16	F: 0	G: -74	H: 10	I: -3

O=C1CC(c2ccccc2)Cc2nc(N3CCc4ccccc43)ncc21 (configuration not stated)
  A: -1	B: -62	C: -3	D: -1.4	E: 5	F: 4	G: -15	H: 9	I: -25

O=C(OCCCCN1C(=O)c2ccccc2C1=O)c1ccc(Br)o1
  A: -10	B: 6	C: -4	D: -1.6	E: 6	F: 6	G: -15	H: 3	I: 2

COC(=O)c1cc2occc2n1CC(=O)Nc1ccc(OC)c(OC)c1
  A: 5	B: -1	C: -1	D: -2.7	E: 3	F: 8	G: -2	H: 5	I: -8

O=C(Nc1ccc(Cl)cc1)C1CC2CCCC(C1)C2=O (configuration not stated)
  A: 2	B: x	C: -4	D: -1.1	E: 1	F: 1	G: -10	H: 2	I: -12

COC(=O)c1ccc(C(=O)OC)c(NS(=O)(=O)c2ccc(NC(C)=O)cc2)c1
  A: 5	B: -55	C: 6	D: 4.1	E: -7	F: 0	G: -14	H: 19	I: -7

COc1ccc(C2Nc3ccccc3C(=O)N2O)cc1OC (configuration not stated)
  A: 1	B: 5	C: -4	D: -1.2	E: 1	F: -1	G: -51	H: -11	I: 3

CC(C)OC(=O)[C@H]1[C@H](c2ccc(Cl)cc2)[C@@](C#N)(C(N)=O)[C@@H]2C=CC(C(N)=O)=CN21
  A: -2	B: -8	C: -5	D: 2.7	E: -2	F: 4	G: -6	H: 11	I: -15

O=C(C1CC1)N1CCN(c2nc3ccccc3s2)CC1
  A: 1	B: -1	C: 2	D: -1.6	E: -1	F: 1	G: -7	H: 20	I: 3

COCCCNS(=O)(=O)c1ccc2c3c(cccc13)C(=O)S2
  A: 11	B: x	C: -2	D: -1.7	E: 6	F: 4	G: 7	H: -4	I: 4

CC1=C(C(=O)N2CCOCC2)C(c2cc(C)cs2)NC(=O)N1 (configuration not stated)
  A: 7	B: x	C: x	D: -0.4	E: 0	F: 4	G: -28	H: 13	I: -3

O=C(N(c1ccccc1)c1ccccc1)n1ccnc1
  A: x	B: 12	C: 2	D: -3.1	E: x	F: x	G: x	H: -16	I: 31

CCCOc1ccc(N2CC(C(=O)Nc3ccccc3OC)CC2=O)cc1 (configuration not stated)
  A: -4	B: 10	C: -3	D: 1.4	E: 5	F: 4	G: -32	H: 4	I: -5

Cc1ccc(-c2nn[nH]n2)o1
  A: -6	B: 4	C: -5	D: 0.3	E: -8	F: 4	G: -33	H: -16	I: 6

Cc1ccc(-c2nnc(N(C)C(=O)c3cccnc3)s2)cn1
  A: -5	B: 1	C: -5	D: -2.6	E: 5	F: -23	G: -11	H: 6	I: -25

Cc1ccccc1CN1CCN(CC(=O)NCc2ccccc2)C1=O
  A: 14	B: 11	C: -2	D: -3.4	E: 12	F: -13	G: 9	H: 9	I: -22

CC(C)CN(CCNC(=O)CC1Oc2ccccc2NC1=O)CC(C)C (configuration not stated)
  A: 11	B: x	C: -3	D: -4.0	E: 9	F: 1	G: 5	H: 3	I: 6

CCN(Cc1ccccc1)C(c1cc2cc(C)ccc2[nH]c1=O)c1nnnn1CCOC (configuration not stated)
  A: -11	B: 19	C: 3	D: -0.3	E: -12	F: -7	G: -96	H: 2	I: 8

O=C(O)C1CCN(Cc2cnn(-c3ccccc3)c2-n2cccc2)CC1
  A: 6	B: -3	C: -4	D: -1.8	E: 1	F: -15	G: -9	H: 37	I: -1

Cc1ccc(NC(=O)NCCN2C(=O)C3C4C=CC(C4)C3C2=O)cc1 (configuration not stated)
  A: 4	B: x	C: -1	D: -0.8	E: 12	F: 4	G: -9	H: 2	I: -7

CN(C)c1nc(N)nc(N(c2ccccc2)c2ccccc2)n1
  A: 4	B: x	C: -3	D: 0.1	E: -11	F: 1	G: -19	H: 0	I: -10
